From PubChem
All columns: NCI-60 one-dose screen, growth in % after 48 h at 10 µM unless noted; 100 = growth as untreated, 0 = no growth, -100 = all killed.
HCC-2998: HCC-2998 colon cancer; hit rate 4.7% among 79,000; AID 1794799
HT29: HT29 colon cancer; hit rate 7.4% among 81,000; AID 1794748
SF-539: SF-539 CNS cancer | hit rate 6.8% among 81,000
SNB-19: SNB-19 CNS cancer cells; hit rate 2.5% among 81,000
PC-3: PC-3 prostate cancer cells; hit rate 3.9% among 80,000
DU-145: DU-145 prostate cancer; hit rate 4.2% among 81,000
SNB-75: SNB-75 CNS cancer; hit rate 5% among 79,000; AID 1794750
KM12: KM12 colon cancer cells | AID 1794800 | hit rate 5% among 82,000
SW-620: SW-620 colon cancer; hit rate 5.2% among 82,000
Numbers without * were called inactive; / = no result given; & = joins results of further samples; ! = repeats disagree; [ ] = another dose, or the depositor's remark. How the source made its calls: active means growth percent below 10; inactive means the rest. Rows are unselected. Share with any hit: about 11%.

No. | SMILES | HCC-2998 | HT29 | SF-539 | SNB-19 | PC-3 | DU-145 | SNB-75 | KM12 | SW-620
1 | CC1(C)CC[C@]23CC[C@]4(C)[C@H](CC[C@@H]5[C@@]6(C)CC[C@H](OC7CC(O)C(O)C(O)O7)C(C)(C)[C@@H]6CC[C@]54C)[C@H]2[C@H]1OC3 (some centres undefined) | 97 | 104 | 97 | 98 | 94 | 107 | 104 | 99 | 101
2 | O=C(O)CNc1ccccc1[N+](=O)[O-] | 109 | 104 | 91 | 116 | 84 | 109 | 99 | 94 | 99
3 | CCOC(=O)c1c(NC(=O)c2ccc(F)cc2)sc2c1CCCC2 | 112 | 97 | 100 | 104 | 100 | 100 | 105 | 100 | 93
4 | CCC(=O)Nc1nonc1-c1nc2ccccc2n1Cc1ccc(F)cc1Cl | 69 | 59 | 73 | 85 | 58 | 67 | 35 | 70 | 75
5 | CCN(CC)c1ccc(C=Nc2cc(C(C)C)c(O)cc2C)cc1 | 105 | 92 | 98 | 102 | 83 | 110 | 89 | 99 | 101
6 | O=C(O)/C(Br)=C/c1c[nH]c2ccc(Br)cc12 | 94 | 106 | 112 | 126 | 123 | 115 | 105 | 103 | 110
7 | COc1ccc(C(C)(C)C#N)cc1 | / | 115 | 108 | 101 | 101 | 109 | 83 | 111 | 110
8 | CCCCn1c(=O)c(/C=C/C(=O)/C=C(/C=C/c2cc3ccccc3n(CCCC)c2=O)OB(F)F)cc2ccccc21 | 114 | 104 | 104 | 87 | 95 | 111 | 89 | 104 | 104
9 | C[n+]1ccc(/C=C/c2ccncc2)c2ccccc21 | 98 | 98 | 100 | 99 | 72 | 117 | 100 | 101 | 96
10 | O=c1[nH]c(N2CCOCC2)nc2c3c(sc12)CCCC3 | 108 | 96 | 99 | 99 | 97 | 94 | 104 | 96 | 99
11 | C[n+]1ccccc1/C=C/c1ccc2cccc(O)c2n1 | 95 | 101 | 109 | 97 | 95 | 102 | 87 | 41 | 52
12 | O=S(=O)(Nc1ccc(Cl)cc1Cl)c1ccc(-c2cnc(C3CC3)o2)cc1 | 39 | 1.3* | -13* | 44 | 28 | 8.9* | 5.5* | 33 | 21
13 | N=C(N)SCc1ccc([N+](=O)[O-])cc1[N+](=O)[O-] | 104 | 44 | 91 | 87 | 73 | 32 | 67 | 77 | 51
14 | COc1ccc(/C=C(\Cl)C(=O)Nc2ccccc2C(=O)O)cc1 | 110 | 106 | 101 | 98 | 96 | 107 | 94 | 98 | 102
15 | Fc1ccc2[nH]cc(-c3nc(-c4c[nH]c5ncccc45)cs3)c2c1 | 84 | 22 | 27 | 64 | 44 | 31 | -17* | 39 | 47
16 | CCCN(CCC)CC(O)c1cc(C(F)(F)F)nc2c(C(F)(F)F)cccc12 (centres undefined) | 105 | 53 | 82 | 97 | 71 | 100 | 84 | 88 | 86
17 | O=C(O)C(C=C(Cl)Cl)N1CCOCC1 (centres undefined) | 102 | 96 | 104 | 101 | 97 | 119 | 95 | 117 | 109
18 | Cc1ccc2ncc(C)c(=O)n2c1 | 102 | 100 | 107 | 96 | 89 | 116 | 95 | 105 | 100
19 | O=C(NCCCNc1nccc(-c2c(-c3cccc(F)c3)nc3sccn23)n1)c1ccc(F)cc1 | 112 | 61 | 99 | 89 | 76 | 81 | 84 | 89 | 115
20 | O=C(Nc1ccc(Br)cc1)Nc1ccc(-c2ccc3c(c2)NC(=O)/C3=C\c2ccc[nH]2)cc1 | 39 | 23 | 27 | 75 | 53 | 28 | 59 | -23* | 21
21 | CC1(C)COC(c2cc3c(cc2Br)OCO3)OC1 | 112 | 88 | 103 | 92 | 99 | 115 | 89 | 106 | 96
22 | Fc1ccc(-n2cc(COc3ncnc4sc5c(c34)CCCC5)nn2)cc1Cl | 114 | 97 | 99 | 95 | 90 | 105 | 91 | 105 | 101
23 | C=CCn1c(=O)n(C)c2c(=O)n(C)c(=O)n(C)c21 | 87 | 96 | 98 | 102 | 103 | 111 | 96 | 112 | 102
24 | CCOC(=O)CCCOc1ccc(/C=C2\CC/C(=C\c3ccc(OCCCC(=O)OCC)c(OC)c3)C2=O)cc1OC | 107 | 106 | 99 | 103 | 91 | 115 | 85 | 113 | 109
25 | O=C(O[C@@H]1Cc2c(O)cc(O)cc2O[C@@H]1c1cc(O)c2c(c1)OCO2)c1cc(O)c2c(c1)OCO2 | 105 | 93 | 102 | 97 | 82 | 109 | 89 | 99 | 101
26 | CC(=O)c1c(O)ccc2c(C)cc(=O)oc12 | 107 | 105 | 92 | 102 | 92 | 106 | 89 | 101 | 101
27 | CC(=O)C1=NN(c2ccccc2)C2NC(=O)/C(=C\c3cn(-c4ccccc4)nc3-c3cc4ccccc4o3)C(=O)N12 (centres undefined) | 102 | 99 | 107 | 91 | 89 | 102 | 91 | 96 | 89
28 | Cc1ccc(-c2nc3ccccn3c2/C=C2/C(=O)Nc3ccccc32)cc1 | 109 | 82 | 87 | 94 | 71 | 92 | 71 | 96 | 105
29 | O=C(Nc1ccccc1)C1CN(Cc2ccc(F)cc2)CCS1 (centres undefined) | 89 | 96 | 113 | 101 | 103 | 99 | 86 | 99 | 99
30 | CCCCN(CCCC)CCOc1c[nH]c(=O)[nH]c1=O | 94 | 98 | 99 | 106 | 100 | 103 | 92 | 101 | 106

The last 6 entries of the section before open the next one:
No. | SMILES | HCC-2998 | HT29 | SF-539 | SNB-19 | PC-3 | DU-145 | SNB-75 | KM12 | SW-620
25 | O=C(O[C@@H]1Cc2c(O)cc(O)cc2O[C@@H]1c1cc(O)c2c(c1)OCO2)c1cc(O)c2c(c1)OCO2 | 105 | 93 | 102 | 97 | 82 | 109 | 89 | 99 | 101
26 | CC(=O)c1c(O)ccc2c(C)cc(=O)oc12 | 107 | 105 | 92 | 102 | 92 | 106 | 89 | 101 | 101
27 | CC(=O)C1=NN(c2ccccc2)C2NC(=O)/C(=C\c3cn(-c4ccccc4)nc3-c3cc4ccccc4o3)C(=O)N12 (centres undefined) | 102 | 99 | 107 | 91 | 89 | 102 | 91 | 96 | 89
28 | Cc1ccc(-c2nc3ccccn3c2/C=C2/C(=O)Nc3ccccc32)cc1 | 109 | 82 | 87 | 94 | 71 | 92 | 71 | 96 | 105
29 | O=C(Nc1ccccc1)C1CN(Cc2ccc(F)cc2)CCS1 (centres undefined) | 89 | 96 | 113 | 101 | 103 | 99 | 86 | 99 | 99
30 | CCCCN(CCCC)CCOc1c[nH]c(=O)[nH]c1=O | 94 | 98 | 99 | 106 | 100 | 103 | 92 | 101 | 106
31 | CC(C)OC(=O)Nc1cc(F)cc(C(F)(F)F)c1F | 93 | 103 | 102 | 99 | 98 | 107 | 84 | 102 | 94
32 | O=C(COc1ccccc1C(F)(F)F)Nc1cc(O)c2c(=O)cc(-c3ccccc3)oc2c1 | 106 | 109 | 101 | 94 | 90 | 100 | 85 | 93 | 93
33 | Clc1ccc(C(c2c[nH]c3ccccc23)N2CCCC2)c(Cl)c1 (centres undefined) | 107 | 93 | 96 | 96 | 59 | 114 | 71 | 97 | 109
34 | COc1nccnc1NS(=O)(=O)c1ccc(NC2=C(Cl)C(=O)c3nc(C)ccc3C2=O)cc1 | 103 | 120 | 94 | 98 | 80 | 107 | 111 | 111 | 115
35 | COc1ccc(NC(=O)Cn2c3c(sc2=O)[C@H]2[C@@H](O)[C@@H](O)[C@H](O)[C@@H]2CS3)cc1 | 114 | 110 | 101 | 106 | / | 109 | 89 | 102 | 105
36 | O=C(NCCc1ccccc1)C(Cl)Cl | 115 | 112 | 116 | 113 | / | / | 92 | / | 104
37 | c1ccc(N2CCN(c3ccccc3)C2=C2N(c3ccccc3)CCN2c2ccccc2)cc1 | 103 | 97 | 106 | 109 | 92 | 108 | 112 | 100 | 101
38 | COc1ccc(/C(C#N)=C/c2ccccc2OC)cc1 | 50 | 6.3* | 42 | 52 | 56 | 68 | 28 | 32 | 23
39 | Brc1ccc2[nH]cc(-c3nc(-c4cccnc4)cs3)c2c1 | 98 | 66 | 79 | 99 | / | 80 | 86 | 78 | 100
40 | COc1cc(-c2cncn2-c2ccc(-c3nc4ccc(F)cc4s3)cc2)ccc1F | 80 | 31 | 93 | 87 | 107 | -7.2* | 127 | 82 | 54

Results in SNB-75, SW-620 and HT29, for 6 of the compounds above:
entry | Compound | SNB-75 | SW-620 | HT29
33 | Clc1ccc(C(c2c[nH]c3ccccc23)N2CCCC2)c(Cl)c1 (centres undefined) | 71 | 109 | 93
34 | COc1nccnc1NS(=O)(=O)c1ccc(NC2=C(Cl)C(=O)c3nc(C)ccc3C2=O)cc1 | 111 | 115 | 120
32 | O=C(COc1ccccc1C(F)(F)F)Nc1cc(O)c2c(=O)cc(-c3ccccc3)oc2c1 | 85 | 93 | 109
37 | c1ccc(N2CCN(c3ccccc3)C2=C2N(c3ccccc3)CCN2c2ccccc2)cc1 | 112 | 101 | 97
39 | Brc1ccc2[nH]cc(-c3nc(-c4cccnc4)cs3)c2c1 | 86 | 100 | 66
31 | CC(C)OC(=O)Nc1cc(F)cc(C(F)(F)F)c1F | 84 | 94 | 103

Continued:
No. | SMILES | HCC-2998 | HT29 | SF-539 | SNB-19 | PC-3 | DU-145 | SNB-75 | KM12 | SW-620
41 | COc1ccc2c(c1)oc1c(C)c3c(c(C)c12)C(=O)N(CCN1CCOCC1)C3=O | 111 | 99 | 100 | 98 | 83 | 107 | 99 | 96 | 93
42 | Cc1nc(Nc2cccnc2)sc1C(=O)/C=C/c1ccc(F)cc1 | 83 | 8.5* | 18 | 19 | 28 | 9.5* | 2.4* | 11 | 9.8*
43 | CC(C)Cc1ccc(C(C)C(=O)NCc2ccc(Cn3c(=O)sn(CCCCl)c3=O)cc2)cc1 (centres undefined) | -45*! | -64*! | -90*! | 50&91 | -70*! | -78*! | -18*! | 4.8*! | -72*!
44 | C[C@H]1[C@H](C)CC[C@]2(COC(=O)CCC(=O)O)CC[C@]3(C)C(=CC[C@@H]4[C@@]5(C)CCCNC(C)(C)[C@@H]5CC[C@]43C)[C@H]12 | 72[100 µM] | 52[100 µM] | 51[100 µM] | 53[100 µM] | 33[100 µM] | 80[100 µM] | -2.3*[100 µM] | 78[100 µM] | 88[100 µM]
45 | C=C1C[C@H](O)[C@H](Br)C(C)(C)[C@@]12CCC(C)=C(Cl)C2 | 42 | 3.0* | 34 | 41 | 17 | 23 | 53 | 14 | 30
46 | COc1cccc(Cc2cc(-c3ccccc3)n[nH]c2=O)c1 | 103 | 105 | 99 | 97 | 87 | 102 | 87 | 91 | 101
47 | CC(=O)[C@H]1CCC/C=C/[C@@H]2C[C@H](O)C[C@H]2[C@H](O)/C=C/C(=O)O1 | -23* | 4.1* | 18 | 29 | 28 | 25 | 38 | -27* | -33*
48 | C#CCOc1cccc(Nc2ncnc3cc(NC(=O)CCl)ccc23)c1 | -67* | -79* | -80* | -88* | -84* | -77* | -50* | -70* | -50*
49 | O=C(Cc1c[nH]c2ccccc12)N=Nc1c(O)[nH]c2ccc(F)cc12 | 104 | 111 | 92 | 100 | 83 | 102 | / | 99 | 106
50 | COc1cc(OC)c(OC)cc1O | 102 | 108 | 99 | 103 | 99 | 113 | 96 | 107 | 100
51 | CC1=C(CCCOC(=O)NCCCl)C2=C(C)C3(CC3)[C@@](C)(O)C(=O)C2=C1 | 29 | 31 | 43 | 57 | 38 | 12 | 58 | 79 | 80
52 | CCC(C)[C@H](NC(=O)Nc1cc(C(F)(F)F)cc(C(F)(F)F)c1)C(=O)N[C@@H](Cc1cn(C)cn1)C(=O)OC (some centres undefined) | -90*[100 µM] | -84*[100 µM] | -96*[100 µM] | -99*[100 µM] | -94*[100 µM] | -96*[100 µM] | -100*[100 µM] | / | -58*[100 µM]
53 | Cc1nn2c(-c3nc4ccc(F)cc4[nH]3)c(-c3ccccc3)nc2s1 | 111 | 110 | 97 | 104 | 90 | 111 | 91 | 112 | 103
54 | Nc1ccn(C2OC(CCl)C(O)C2O)c(=O)n1 (centres undefined) | 88 | 100 | 105 | 97 | 90 | 98 | 96 | 98 | 91
55 | CCOC(=O)C1C(=O)C(=O)N(Cc2ccccc2)C1C(=O)OCC (centres undefined) | 108 | 102 | 97 | 111 | 105 | 106 | 79 | 106 | 99
56 | NC1=NN(c2ccccc2)C2=NC(=O)NC(c3ccccc3)C12 (centres undefined) | 96 | 93 | 97 | 93 | 84 | 114 | 97 | 100 | 102
57 | COc1ccc2sc3c(NCCCN)nc4ccccc4c3c(=O)c2c1 | -67* | -48* | 74 | 70 | 49 | -6.5* | 48 | -55* | -75*
58 | N#Cc1c(N)nc2c(c(N)nn2-c2ccccc2)c1-c1ccccc1 | 99 | 111 | 96 | 95 | 101 | 106 | 90 | 102 | 102
59 | Nc1nc(=S)c2ncn(C3CCCCC3)c2[nH]1 | 104 | 94 | 109 | 96 | 95 | 121 | 86 | 111 | 110
60 | COc1ccc(OC)c(/C=C/C(=O)N/N=C/c2ccccc2)c1 | 66 | 21 | 52 | 48 | 64 | 72 | 41 | 31 | 29
61 | O=C1Nc2ccccc2/C1=C\c1c(-c2ccc(F)cc2)nc2ccccn12 | 130 | 59 | 78 | 78 | 63 | 94 | 71 | 46 | 65
62 | COc1cccc(O)c1/C=C(/C)c1ccc2c(OC)cccc2[o+]1 | 110 | 118 | 93 | 103 | 98 | 111 | 97 | 101 | 97
63 | COc1ccc(/C=C(/C(=O)NS(=O)(=O)c2ccc(Cl)cc2Cl)c2cc(OC)c(OC)c(OC)c2)cc1 | 104 | 102 | 125 | 112 | 89 | 112 | 98 | 103 | 105
64 | c1ccc(-c2nn(-c3ccccc3)c3c2-c2ccccc2CO3)cc1 | 117 | 89 | 94 | 105 | 108 | 106 | 101 | 98 | 103
65 | CC1CCc2c(C(=O)Nc3ncc(Cc4cccc([N+](=O)[O-])c4)s3)csc2C1 (centres undefined) | 41 | 15 | -7.9* | 32 | 36 | 18 | -15* | 18 | 23
66 | COc1ccc(N=[N+]([O-])c2ccc(OC)cc2)cc1 | 91 | 88 | 105 | 92 | 86 | 105 | 100 | 108 | 118
